Glioma ERSR ind – ER stress response induction in glioma; U87-MG GRP78 promoter luciferase reporter, 16 h; Potency, µM, without a hit: top-dose activation, actives largely listed as activators; 420,000 compounds, 0.02% hits; note: potency is the fitted concentration of half-maximal effect; series mostly up to about 76 µM; % of control where 0% means no effect; nearly all actives have a fitted effect of over 35% in size
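Stably transfected U87-MG glioma cells carrying a GRP78-based luciferase sensor; 16 h compound incubation. Luminescence end-point read 10 min after Bright-Glo addition at room temperature.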
RXFP1 agonist – activates the human relaxin receptor RXFP1; Q9HBX9; HEK293T-RXFP1 cAMP TR-FRET, 30 min; response scale: percent of porcine relaxin response, buffer zero; Potency, µM (series often up to 57.5 µM), for the others: top-dose activation, usual class: activators; 370,000 compounds, 0.3% hits; AID 2676; note: potency is the fitted concentration of half-maximal effect; % is set by controls: 0 for no effect and ±100 for the full control effect; nearly all actives have a fitted effect of over 60% in size; many of its hits are not listed in these tables
Target sequence (Q9HBX9 whole entry, looked up): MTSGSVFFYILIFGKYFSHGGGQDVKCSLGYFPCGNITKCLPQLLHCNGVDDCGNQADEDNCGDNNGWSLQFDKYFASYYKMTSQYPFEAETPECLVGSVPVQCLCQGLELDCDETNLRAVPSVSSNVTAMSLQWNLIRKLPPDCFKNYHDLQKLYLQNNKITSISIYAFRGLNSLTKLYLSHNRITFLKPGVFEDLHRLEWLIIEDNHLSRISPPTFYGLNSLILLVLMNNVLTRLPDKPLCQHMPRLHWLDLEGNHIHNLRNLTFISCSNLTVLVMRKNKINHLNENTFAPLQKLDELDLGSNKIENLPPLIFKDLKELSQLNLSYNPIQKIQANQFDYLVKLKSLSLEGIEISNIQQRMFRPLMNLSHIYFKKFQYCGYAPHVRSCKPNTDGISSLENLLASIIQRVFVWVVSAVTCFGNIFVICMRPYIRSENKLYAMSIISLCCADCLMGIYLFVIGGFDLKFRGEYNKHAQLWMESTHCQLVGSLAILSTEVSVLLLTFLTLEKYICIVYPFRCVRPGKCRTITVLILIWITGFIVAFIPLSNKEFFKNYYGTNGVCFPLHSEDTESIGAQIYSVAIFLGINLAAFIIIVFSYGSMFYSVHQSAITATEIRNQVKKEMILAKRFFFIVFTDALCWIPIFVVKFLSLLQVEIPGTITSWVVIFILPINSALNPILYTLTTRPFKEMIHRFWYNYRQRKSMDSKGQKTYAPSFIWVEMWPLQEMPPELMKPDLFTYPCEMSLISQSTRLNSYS
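cAMP rise read by TR-FRET after 30 min, 37C compound exposure (up to 58 uM) in RXFP1-transfected HEK293 cells with Ro 20174 present. EC50 from Hill-equation fits, with 29 nM porcine relaxin as 100% and buffer as basal.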
LDHA inh – LDHA (human) enzyme inhibition. purified LDHA, NADH/diaphorase-resazurin fluorescence; hits give low values. 480,000 compounds, 0.15% hits. activity change, % (values are at about 110 or 230 µM). P00338. AID 1347041; in the data active = activity change below about -30%; inconclusive = mostly about -25% to -30%;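 note: plate controls were DMSO wells for no effect and wells without enzyme for full effect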
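Resorufin fluorescence (ex540/em590), read at 0 and 20 min after diaphorase/resazurin addition, reports the NADH left after a 5 min room-temperature reaction of 2 nM human LDH5 with 0.06 mM NADH and 0.2 mM pyruvate.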
Vif-A3G inh – inhibitors of Vif-APOBEC3G interaction. 410,000 compounds, 0.076% hits. Potency, µM (titrated, usually from 46.1 µM), without a hit: at the top dose activity, negative = active, usual class: inhibitors. Q9HC16. AID 602310. HeLa A3G-eYFP + Vif (tagged APOBEC3G with the HIV-1 protein that degrades it), YFP fluorescence, overnight;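 note: potency is the fitted concentration of half-maximal effect; % is set by controls: 0 for no effect and ±100 for the full control effect; nearly all actives have a fitted effect of over 60% in size; hits raise eYFP signal because A3G escapes Vif-driven loss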
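Read-out is eYFP fluorescence (Ex 488/Em 500-530) from Vif-expressing HeLa A3G-eYFP cells; more signal means A3G escaped Vif-mediated degradation. Cells plated overnight, compound pinned in, incubated overnight at 37 deg C.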
IDH1 R132H inh – inhibitors of human mutant IDH1 R132H. Potency, µM (titrated, usually from 76.6 µM), inactives show at the top dose activity change, negative = inhibition, most hits filed as inhibitors. IDH1-R132H enzyme, NADPH consumption, diaphorase/resazurin fluorescence. 390,000 compounds, 0.093% hits; note: potency is the fitted concentration of half-maximal effect; % is set by controls: 0 for no effect and ±100 for the full control effect; nearly all actives have a fitted effect of over 65% in size
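IDH1-R132H (0.5 ug/mL) preincubated 30 min with compound, then NADPH (0.016 mM) and alpha-KG (2 mM) added; 80 min at RT, pH 7.5. Remaining NADPH coupled via diaphorase/resazurin to fluorescence (540/590 nm); concentration-response curves normalized to no-enzyme control.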
TrxR1 substrate – substrates of rat thioredoxin reductase 1 | O89049 | purified TrxR1 substrate turnover, NADPH consumption readout | Potency, µM (titrated, usually from 114 µM), for inactives: at the top dose activity change, negative = substrate turnover | 390,000 compounds, 0.01% hits | AID 588456; note: potency is the fitted concentration of half-maximal effect; % is set by controls: 0 for no effect and ±100 for the full control effect; nearly all actives have a fitted effect of over 50% in size
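Rat TrxR1, dispensed at 90 nM, was prereduced with 400 uM NADPH (final) for 5 min at ~22 deg C, then incubated with compound 15 min before 400 uM selenite. A first-read NADPH fluorescence drop versus no-compound background flagged substrates.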
USP1-UAF1 inh – USP1/UAF1 (human) deubiquitinase inhibition | Potency, µM (top dose mostly 57.1 µM), without a hit: top-dose activity change, negative = inhibition, most hits filed as inhibitors | 390,000 compounds, 0.23% hits | AID 743255 | O94782 | recombinant USP1/UAF1, Ub-Rhodamine cleavage fluorescence; note: potency is the fitted concentration of half-maximal effect; % is set by controls: 0 for no effect and ±100 for the full control effect; nearly all actives have a fitted effect of over 60% in size; inactives centre near -12
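High-throughput fluorogenic screen: 1nM USP1/UAF1 complex, Ub-Rho substrate 150nM final, 50mM HEPES pH 7.8 with 0.5mM EDTA, 0.1 mg/ml BSA, 1mM TCEP and 0.01% Tween-20.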
PI4K2A inh – inhibitors of human PI4K2A | Q9BTU6 | purified PI4K2A, ADP-Glo luminescence, 1 h; hits give low values | activity change, negative = inhibition, % at 76.9 µM | 420,000 compounds, 0.13% hits; in the data active = activity change below about -50%; inconclusive = mostly about -30% to -49%;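 note: -100% = wells without enzyme as full effect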
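ADP-Glo luminescence measured ADP generated by PI4K2A enzyme (4 ug/mL before mixing) with 1.2 mM PI substrate (pre-mix) and 300 microM ATP (pre-mix). Tris pH7.5 buffer with MgCl2, Triton X-100; 1 h reaction at ambient temperature.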
Vif-APOBEC3F blk – Vif-A3F binding inhibition | HeLa A3F-eYFP + Vif (tagged APOBEC3F with the HIV-1 protein that degrades it), YFP fluorescence increase | Potency, µM (series often up to 46.1 µM), for inactives: at the highest dose activity, negative = active | 390,000 compounds, 0.2% hits; note: potency is the fitted concentration of half-maximal effect; % of control where 0% means no effect; nearly all actives have a fitted effect of over 65% in size
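HeLa cells stably expressing A3F-eYFP plus Vif, plated and incubated overnight at 37 deg C, then exposed to compounds overnight at 37 deg C. Blocked degradation read as raised yellow fluorescence (Ex 488/Em 500-530).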
Active calls of the source: *; ? = inconclusive; / = not tested or not shown; & = joins results of further samples; [ ] = another dose, or the depositor's remark. Unless noted, calls come from the whole dose curve; as a rule, active = well fitted curve in the direction sought with a large enough effect; inconclusive = small, poorly fitted or top-dose-only effect, or another doubt; inactive = no such curve, though single readings can be large; an effect the other way counts as inactive or inconclusive.

SMILES	Glioma ERSR ind	RXFP1 agonist	LDHA inh	Vif-A3G inh	IDH1 R132H inh	TrxR1 substrate	USP1-UAF1 inh	PI4K2A inh	Vif-APOBEC3F blk
Cc1ccc(OCc2cc(C(=O)N(C)CC3CCOCC3)no2)cc1C	2%	-2.3%	-3	-1%	1%	8%	-17%	-1	5%
CCn1c(SCC(=O)Nc2oc(-c3ccccc3)c(-c3ccccc3)c2C#N)nnc1-c1ccncc1	-3%	-2.7%	-1	-7%	-1%	-6%	-9%	-2	-6%
CNc1cc(C(=O)O)nc2ccccc12	0%	/	-2	?	/	-6%	/	/	/
COc1ccc(N(C)C(=O)c2cn(C3CCCCC3)c(=O)c3c2c2ccccc2n3C)cc1	0%	2.2%	3	3%	-13%	-4%	-17%	-3	5%
COc1cccc(CNC(=O)CCn2c(=O)c3cccn3c3cccnc32)c1	2%&-2%	0.6%&5.6%	-3&-13	-1%&1%	-1%&8%	-15%&14%	-23%&-10%	3&-1	4%&-2%
O=C(CN1CCCCC1CO)c1ccc(OC(F)F)cc1 (configuration not stated)	-1%	-0.9%	-3	1%	4%	0%	-3%	3	1%
O=C(O)c1ccc2c(c1)SC1=NS(=O)(=O)CCN12	-4%	-1.4%	-7	0%	26%	4%	-24%	1	2%
O=C(CN1CCN(c2ccc(F)cc2)CC1)Nc1ccc(-n2cnnn2)cc1	-4%	2.3%	-14	-1%	7%	7%[57.1 µM]	3%	-3	-2%
Cc1ccc(C2C=C(c3ccccc3OC(F)F)Nc3ncnn32)cc1 (configuration not stated)	-1%	5.2%	-4&1	-8%	2%	50%[activator]	-21%	6	6%
CCc1ccc(NC(=O)C2CCN(S(=O)(=O)c3c(C)noc3/C=C\c3ccc(OC)cc3)CC2)cc1	-4%	0.7%	1	-2%	-4%	5%	-4%	-5	1%
COc1cccc(CC2(CO)CCCN(Cc3cnn(-c4ccccc4)c3)C2)c1 (configuration not stated)	-5%	-1.0%	-1	5%	10%	-1%	-17%	-3	-4%
COc1cc(C2NC(=O)NC(C)=C2C(=O)OCc2ccc(C)cc2)cc(OC)c1OC (configuration not stated)	4%	1.1%	-9	-24%	-14%	-7%	-22%	3	1%
CN(C)CCOc1cccc(Cl)c1	-6%	-0.6%	?	1%	5%	-3%	-2%	2	-6%
Cc1ccc(C23CC4CC(CC(CC(=O)N5CCOCC5)(C4)C2)C3)cc1	5%	0.9%	5	-2%	-2%	-6%	-8%	-1	3%
CCCn1cc(NC(=O)C2CC(c3cccc(Br)c3)=NO2)cn1 (configuration not stated)	0%	3.3%	-1	-1%	0%	4%	7%	0	3%
CCOC(=O)c1oc2nc(CC(C)C)c3c(c2c1N)CCC3	-3%	2.5%	5	0%	6%	220%[activator]	-3%	-2	-11%
O=C(CC[C@H]1O[C@@H](n2ccc(=O)[nH]c2=O)[C@H](O)[C@@H]1O)N[C@@H](Cc1ccccc1)C(=O)NCC1CCCCC1	-4%	/	-7	-6%	/	/	/	-1	/
COc1ccc(CCC(=O)O)c(O)c1	-1%	-2.2%	4	-5%	-4%	2%[57.1 µM]	-12%	3	0%
O=C(C1CCC(CNS(=O)(=O)c2cccc3nsnc23)CC1)N1CCN(c2ccccn2)CC1 (configuration not stated)	-6%	0.7%	-3	1%	0%	1%	-19%	4	5%
CCOC(=O)C1=C(C)N=c2s/c(=C3/C(=O)Nc4ccccc43)c(=O)n2C1c1ccc(C)cc1 (configuration not stated)	-8%	-0.6%	-8	1%	-6%	-19%	3%	?	/
Cc1ccc(OCC(=O)Nc2c(C(=O)c3ccccc3)oc3ccccc23)cc1C	-4%	-1.2%	-7	0%	-13%	70%[activator]	-6%	-1	-4%
O=C(NCc1cccnc1)NC(C(F)(F)F)C(F)(F)F	0%	-0.1%	-1	1%	1%	-2%	-20%	1	1%
COC(=O)c1ccc(CSC(=N)N)o1	-5%	2.4%	-10	-26%	8%	3%[57.1 µM]	-10%	2	?
S=C(Cc1cccnc1)N1CCOCC1	-3%	0.0%	-6	-5%	12%	-11%	1%	4	-9%
COCCN(C(=O)CC1C(=O)NCCN1CC(c1ccccc1)c1ccccc1)C(C)C (configuration not stated)	-5%	-1.8%	-1	1%	2%	3%	-1%	-1	2%

In a second layout: entries from further up
Compound | Glioma ERSR ind | RXFP1 agonist | LDHA inh | Vif-A3G inh | IDH1 R132H inh | TrxR1 substrate | USP1-UAF1 inh | PI4K2A inh | Vif-APOBEC3F blk
COCCN(C(=O)CC1C(=O)NCCN1CC(c1ccccc1)c1ccccc1)C(C)C (configuration not stated) | -5% | -1.8% | -1 | 1% | 2% | 3% | -1% | -1 | 2%
CCn1c(SCC(=O)Nc2oc(-c3ccccc3)c(-c3ccccc3)c2C#N)nnc1-c1ccncc1 | -3% | -2.7% | -1 | -7% | -1% | -6% | -9% | -2 | -6%

Other structures
SMILES	Glioma ERSR ind	RXFP1 agonist	LDHA inh	Vif-A3G inh	IDH1 R132H inh	TrxR1 substrate	USP1-UAF1 inh	PI4K2A inh	Vif-APOBEC3F blk
O=C(COc1cccc(Cl)c1Cl)NC1CC1	2%	/	-5	1%	5%	-7%	-16%	1	0%
Cc1nnsc1C(=O)NNC(=O)c1cccc2ccccc12	-6%	2.9%	-3	0%	6%	-3%	-12%	-2	17%
O=c1ccc(-c2ccc(S(=O)(=O)N3CCCCC3)o2)n[nH]1	-5%	2.3%	-14	0%	4%	-2%	-2%	12	2%
CCOc1ccc(OCC)c(NC(=O)c2ccc(-c3ccccc3)s2)c1	/	1.8%	8	/	/	0%	-19%	3	/
N#Cc1nc(Cc2ccccc2)oc1NCc1ccccc1	-1%	-1.4%	-5	0%	9%	1%[57.1 µM]	-21%	3	-8%
CCOc1ccc(N2C(=O)CC(N3CCN(C(=O)CN4CCCC4)CC3)C2=O)cc1 (configuration not stated)	3%	1.4%	-4	0%	1%	10%	-7%	1	-7%
C=CCOc1ccccc1/C=c1\sc2nc(=O)c(C)nn2c1=O	-4%	0.7%	5	-2%	2%	4%	?	2	-14%
CCOC(=O)c1cc(-c2ccccc2)n(CCC(=O)Nc2nc3c(C)cccc3s2)c1C	-2%	-0.4%	-12	-1%	-2%	2%[57.1 µM]	?	1	6%
O=C(C1CC1)N1CCc2cc(S(=O)(=O)NCCCN3CCCCC3)ccc21	-3%	-1.6%	0	0%	-6%	4%	-11%	3	-10%
Cc1ccc(NC(=O)c2cnn3c(C(F)F)cc(-c4ccccc4)nc23)cc1F	0%	6.3%	-5	-1%	-1%	-4%	-25%	-1	1%
CCCCn1c(SCC(=O)Nc2nnc(CC)s2)nc2c1c(=O)n(C)c(=O)n2C	-2%	4.4%	-3	1%	-4%	3%	-12%	-3	-5%
CCCCN(C(=O)C1=NN(c2ccccc2)C(=O)CC1)c1c(N)n(CCC)c(=O)[nH]c1=O	5%	/	-9	0%	-1%	-1%	-22%	-6	5%
CC(=O)N(Cc1cccc(Br)c1)c1ccc(N2CCOCC2)c(Cl)c1	-1%	2.0%	2	1%	9%	-3%	-20%	-2	-1%
CSc1ccc(CN(C)CC(=O)Nc2c(F)cccc2F)cc1	-4%	-0.3%	-33*	-4%	7%	1%[57.1 µM]	3%	5	-3%
COC(=O)C1=C(C)NC2=C(C(=O)CCC2)C1c1ccc(-c2ccsc2C(=O)OC)o1 (configuration not stated)	-4%	4.2%	-4	-9%	-15%	-1%	-25%	-2	-12%
CC(C)C(=O)Nc1nc2c(c(=O)[nH]1)CCCC2	-4%	-0.4%	-8	1%	-12%	0%	-8%	5	4%
CCCC(=O)N1N=C(c2ccccc2)CC1c1cn(C)c2ccccc12 (configuration not stated)	2%	-2.2%	1	-14%	-8%	-1%	-19%	1	-2%
COc1ccc(CNC(=O)c2nnn(CC(=O)Nc3cc(C)cc(C)c3)c2N)cc1	-7%&-2%	-1.5%&1.1%	0&-11	5%&3%	2%&-8%	1%&-8%	?	0&-20	1%&5%
COc1ccc(CCN2CC(C(=O)NCCc3cccc(F)c3)CCC2=O)cc1 (configuration not stated)	3%	2.1%	-1	?	3%	-9%	-8%	3	-4%
Cc1ccsc1C(=O)N1CCC1(C)C(=O)NCc1cccnc1 (configuration not stated)	0%	/	3	1%	/	/	/	-1	/
C#CCOCCOCCOCCNc1nc(N2CCOCC2)nc(N2CCN(C(=O)[C@H](CO)n3cc([C@@H](N)C(C)C)nn3)CC2)n1	5%	/	0	0%	-7%	5%	-17%	3	-7%
CC(C)C(=O)Nc1cccc(C(=O)Nc2cc([N+](=O)[O-])ccc2Cl)c1	-1%	-2.6%	-4	-5%	0%	-3%	-12%	3	-1%
COc1ccc(CC(=O)NNC(=O)c2ccccc2)cc1OC	-4%	/	-9	1%	-1%	8%	-16%	-5	-1%
O=C(OCc1ccc([N+](=O)[O-])cc1)c1cc(S(=O)(=O)N2CCCCC2)ccc1N1CCOCC1	-4%	1.3%	-5	1%	5%	0%	-12%	0	-7%
Cc1ccc(OCCOCCN2CCN(C)CC2)c(C(C)(C)C)c1	-2%	-0.3%	-32*	-1%	-12%	0%	-20%	3	-8%
Cc1nn(-c2ccccc2)c(C)c1/C=N/NC(=O)c1cc(C(C)(C)C)[nH]n1	-2%	0.8%	2	-8%	11%	-10%	5%	-4	0%

Screening results from PubChem BioAssay.

An excerpt; the hit share may differ from the screen's.
